TLR9-MyD88 inh: inhibitors of TLR9-MyD88 association in cells, primary screen, cell-based, CHO, BLA complementation, fluorescence | CCF4 FRET ratio | actives 0.21% (n = 340,000) | AID 504734, 2011 | inhibition, % at 4.98 µM;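 active means inhibition above the mean over all tested compounds plus 3 SD, cut at about 21% in these data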;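 further: 0% = DMSO only wells and 100% = clavulanate BLA inhibitor control wells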
N-glyco inh: increase of ERlucT glycosylation luciferase signal, primary screen, N-linked glycosylation inhibitor project, D54 ERlucT cells, luminescence, set 2 | actives 0.23% (n = 360,000) | AID 588692, 2011 | D54 ERlucT glycosylation luciferase reporter, 24 h; percent of 100 nM tunicamycin response | reporter increase, % at 12.5 µM;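 active means mean luciferase reporter signal, scaled so untreated is 0 and the glycosylation-blocking control 100, at or above a set limit in every replicate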;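 further: luciferase carries N-glycosylation sites so blocking glycosylation raises the light; 0% = median of neutral control wells and 100% = median of 100 nM tunicamycin wells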
m5-HT2A agonist: mouse Htr2a agonists via beta-arrestin recruitment, primary screen, cell-based, luminescence; 5-hydroxytryptamine receptor 2A (Mus musculus), P35363; CHO-K1 mHTR2A beta-arrestin complementation; percent of 30 µM serotonin response; activation, % at 7.6 µM; actives 0.66% (n = 360,000); AID 624169, 2012;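 active means activation above a run cutoff, the mean activation of all tested compounds plus 3 SD, cut at about 14% in these data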;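 further: 0% = plate median of compound wells and 100% = 30 µM serotonin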
ABHD5-PLIN5 inh: ABHD5-PLIN5 interaction inhibitors, primary screen, cell lysate, split luciferase complementation, luminescence. actives 0.78% (n = 360,000). Split G. princeps luciferase complementation, 4 h. inhibition, % at 4 µM. Perilipin-5 (Homo sapiens) + 1-acylglycerol-3-phosphate O-acyltransferase ABHD5 (Homo …;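 active means inhibition above the mean inhibition across every tested compound plus 3 SD, cut at about 22% in these data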;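 further: 0% = DMSO only wells and the 100% control is not disclosed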
Target sequence (Q00G26 whole entry, looked up): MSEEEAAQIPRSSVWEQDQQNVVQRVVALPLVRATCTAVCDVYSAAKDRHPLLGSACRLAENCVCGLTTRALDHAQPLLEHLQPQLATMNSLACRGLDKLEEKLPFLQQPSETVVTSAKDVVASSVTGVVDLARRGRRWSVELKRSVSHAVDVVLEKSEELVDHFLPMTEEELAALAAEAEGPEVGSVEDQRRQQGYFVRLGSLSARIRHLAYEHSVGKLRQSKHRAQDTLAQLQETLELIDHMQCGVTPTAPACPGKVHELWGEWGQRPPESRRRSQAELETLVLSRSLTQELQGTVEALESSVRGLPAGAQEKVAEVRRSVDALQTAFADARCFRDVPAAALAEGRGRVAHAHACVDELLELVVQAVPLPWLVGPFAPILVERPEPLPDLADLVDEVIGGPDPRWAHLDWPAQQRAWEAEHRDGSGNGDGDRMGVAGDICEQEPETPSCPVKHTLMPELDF
Target sequence (Q8WTS1 whole entry, looked up): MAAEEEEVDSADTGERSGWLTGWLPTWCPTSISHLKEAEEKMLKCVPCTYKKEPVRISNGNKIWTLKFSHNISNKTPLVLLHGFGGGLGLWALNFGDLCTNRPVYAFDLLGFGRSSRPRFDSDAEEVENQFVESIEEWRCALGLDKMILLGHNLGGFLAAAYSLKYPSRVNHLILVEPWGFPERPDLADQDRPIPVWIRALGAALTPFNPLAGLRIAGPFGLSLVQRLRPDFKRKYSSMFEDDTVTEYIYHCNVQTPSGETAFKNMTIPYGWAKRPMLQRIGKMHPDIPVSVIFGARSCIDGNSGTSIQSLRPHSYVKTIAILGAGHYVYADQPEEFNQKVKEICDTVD
ABCB6 inh MLPCN: ABCB6 transporter inhibitors, primary screen, K562-ABCB6 cells, flow cytometry, MLPCN library; ATP-binding cassette sub-family B member 6 (Homo sapiens), Q9NP58; K562-ABCB6 porphyrin accumulation, 1 h; active compounds read low; fluorescence ratio to DMSO, % at 10 µM; actives 0.19% (n = 360,000); AID 602162, 2011;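 active means fluorescence ratio to DMSO below 75%, the collection mean minus 3 SD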;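 further: signal is porphyrin accumulated inside mitochondria; 100% equals median channel fluorescence of DMSO control wells; lower ratio means ABCB6 inhibition with less porphyrin fluorescence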
MC4R antag cAMP: MC4R antagonists of cAMP signaling, primary screen, cell-based, TR-FRET, antagonist arm of biased-ligand search; MC4R-expressing cells, MTII-stimulated cAMP, LANCE TR-FRET; inhibition, % at 6.5 µM; actives 0.48% (n = 360,000); AID 540295, 2011;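 active means inhibition above its plate's cutoff, the mean of tested wells on that plate plus 3 SD, cut at about 29% in these data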;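 further: 0% = Melanotan II alone and 100% = Melanotan II plus saturating MCL0020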
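Assay system: human MC4R-expressing U2OS cells; reagent: Melanotan II stimulation of cells; dosing: 6.5 µM single dose; timing: compound 30 min, challenge 1 h, detection 1 h; signal: TR-FRET cAMP assay; replicates: one well per compound, no replicates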
NOD2 RIPK2 PPI: NOD2-RIPK2 binding disruptors in cells, primary screen, fluorescence, CHO cells, BLA complementation | inhibition, % at 4.98 µM | actives 0.38% (n = 360,000) | Receptor-interacting serine/threonine-protein kinase 2 (Homo sapiens), O43353 | CCF4 ratio; in the data active means inhibition above about 21%;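 further: 0% = vehicle only and 100% = reference blocker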
MC4R ag barr: MC4R agonists recruiting beta-arrestin, primary screen, cell-based, luminescence, agonist arm of biased-ligand search | Melanocortin receptor 4 (Homo sapiens), P32245 | U2OS MC4R beta-arrestin complementation; percent of melanotan II response, DMSO zero | actives 0.98% (n = 360,000) | activation, % at 8.9 µM;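 active means activation above a per-plate cutoff, the mean activation of sample wells on that plate plus 3 SD, cut at about 8% in these data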
Cardio protect: cardioprotection against H2O2-induced cell death, primary screen, uHTS, H9c2 cells, ATPLite luminescence; H9c2 cardiomyocytes, H2O2 injury protection, 2 h; protection from H2O2 cell death, % at 20 µM; actives 0.63% (n = 360,000); AID 588492, 2011;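 active means compounds giving at least 50% protection of heart cells from peroxide-induced death in the single-dose screen, raw or plate-pattern-corrected value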;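 further: 0% = DMSO wells with peroxide and 100% = DMSO wells without peroxide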
SRC2 inh: inhibition of GAL4-SRC2 driven luciferase reporter, primary screen, SRC2 inhibitor project, cell-based, luminescence. Nuclear receptor coactivator 2 (Homo sapiens), Q15596. HEK293 GAL4-SRC2 luciferase reporter. inhibition, % at 9 µM. actives 0.17% (n = 370,000);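 active means inhibition above the mean inhibition of all tested compounds plus 3 SD, set per campaign, cut at about 52% in these data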;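 further: 0% = DMSO treated cells and 100% = cells given Gossypol at 36 µM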
* hit, by the source's call; . = no result given.

1. CCOC(=O)C1CCN(C(=O)c2ccccc2N(C)S(=O)(=O)c2ccccc2)CC1
2. CC1CC(C)CN(C(=O)c2ccncc2)C1 (stereo not given)
3. Cc1ccc(OCC(=O)Nc2ccc(N3CCN(C(=O)c4ccco4)CC3)cc2)cc1C
4. COc1ccc2nc(NC(=O)CCc3cc(OC)c(OC)c(OC)c3)sc2c1
5. COC(=O)[C@]12CCCCC=C1N(Cc1ccccc1)C(=O)[C@H](CC(=O)NCCCCc1ccccc1)C2
6. CN=CC1=C(O)c2ccccc2C1=O
7. CC(=O)c1c(C)[nH]c(C(=O)NNC(=O)COc2ccc(Cl)cc2C)c1C
8. O=C(O)CSc1cc(NS(=O)(=O)c2ccc(Cl)cc2)c2ccccc2c1O
assay / compound,1,2,3,4,5,6,7,8
TLR9-MyD88 inh,8,-7,-4,-4,.,-10,9,-11
N-glyco inh,-1,-1,-5,-5,.,-1,-1,9
m5-HT2A agonist,0,0,-2,-1,0,-1,1,5
ABHD5-PLIN5 inh,4,7,3,-3,-3,0,-5,5
ABCB6 inh MLPCN,91,102,96,98,95,102,97,102
MC4R antag cAMP,5,1,4,6,.,10,22,13
NOD2 RIPK2 PPI,-2,10,3,-1,3,0,-4,2
MC4R ag barr,0.3,0.6,2.3,0.2,.,1.4,-3.9,-1.3
Cardio protect,6,6,-7,12,.,10,-4,-16
SRC2 inh,-9,-9,18,17,5,-8,17,-15

9. O=C(COc1ccccc1Br)NCCC1=CCCCC1
10. COc1ccccc1N1CCN(CC(=O)Nc2c(C)n[nH]c2C)CC1
11. CC(=O)N1CCN=C1SCc1ccc(C)cc1
12. COc1ccc(CN(C)C(=O)CNC(=O)c2ccc3ccccc3c2)c(OC)c1
13. Cc1cc(C)c(CN2CCN(C(=O)CC[C@H]3O[C@@H](n4ccc(=O)[nH]c4=O)[C@H](O)[C@@H]3O)CC2)c(C)c1
14. CNC(=O)c1ccc(-n2nc(C)cc2-c2ccccc2)cc1
15. CCNC(=S)N1CCN(CCN=CC2=C(O)CC(C)(C)CC2=O)CC1
16. Cc1ccc(S(=O)(=O)N(C)S(=O)(=O)c2ccc(C)cc2)cc1
assay / compound,9,10,11,12,13,14,15,16
TLR9-MyD88 inh,-9,-10,10,3,.,2,3,-1
N-glyco inh,-1,1,0,-1,3,-1,0,-1
m5-HT2A agonist,0,7,4,-7,-4,-4,-1,0
ABHD5-PLIN5 inh,4,4,6,6,0,-4,0,0
ABCB6 inh MLPCN,95,94,102,99,98,93,99,100
MC4R antag cAMP,-5,9,-1,4,.,1,21,3
NOD2 RIPK2 PPI,-6,-3,-11,-1,-7,-2,2,-20
MC4R ag barr,3.5,-1.5,-2.0,-2.5,.,1.1,4.5,2.2
Cardio protect,-6,3,-2,2,-2,3,4,-2
SRC2 inh,8,-29,-21,-7,-19,-12,2,5

17. Cc1c(O)ccc(/C(Cc2ccc3ccccc3n2)=N\O)c1O
18. O=C(O)c1ccc(S(=O)(=O)c2ccc3c(c2)C(=O)N(CC2CCCO2)C3=O)cc1 (stereo not given)
19. CC(C)(C)OC(=O)CC[C@@H](C(=O)NCCCCCCCCCCC(=O)N1CCN(C(=O)OC(C)(C)C)CC1)n1cc(CCCCCNC(=O)OC(C)(C)C)nn1
20. O=S1(=O)NC(C2CC2c2ccccc2)CCO1 (stereo not given)
21. Cc1oc(-c2cc(F)ccc2F)nc1CN1CCN(c2ncnc3ccccc23)CC1
22. O=C(OCc1nc2ccccc2s1)c1cnccn1
23. COc1ccc(CC2(CO)CCN(Cc3ccncc3)CC2)cc1
24. Cc1ccc(C)c(N2CCN(C(=O)CCc3nc(-c4ccccc4C)no3)CC2)c1
assay / compound,17,18,19,20,21,22,23,24
TLR9-MyD88 inh,-6,-4,5,10,4,2,-3,-14
N-glyco inh,-7,1,-7,1,-6,2,-1,2
m5-HT2A agonist,-4,-1,5,-3,2,-6,3,-4
ABHD5-PLIN5 inh,-3,-6,11,5,4,-8,3,-10
ABCB6 inh MLPCN,96,113,78,96,90,93,101,106
MC4R antag cAMP,0,-1,10,-6,4,-1,2,17
NOD2 RIPK2 PPI,-8,-9,-8,-3,-8,1,2,-7
MC4R ag barr,-1.6,0.3,-1.2,-0.6,-2.6,-3.7,0.9,1.8
Cardio protect,-9,-14,16,1,-12,1,0,-12
SRC2 inh,-63,-15,-17,-14,22,-45,-15,-11

25. O=C1/C(=C/c2cccnc2)Sc2ccccc21
26. CCOC(=O)C1=C(c2ccccc2)O/C(=C(\C(=O)OC)C(F)(F)F)S1
27. COc1ccc(C2=NN(c3ccccc3)C(c3ccc(OC)c(OC)c3)C2)cc1 (stereo not given)
28. COc1ccc(CCNC(=O)C2CCN(C(=O)c3ccc(Cl)cc3)CC2)cc1OC
29. COc1cc(NS(=O)(=O)c2ccc(NC(=O)c3ccc(S(=O)(=O)N4CCCCC4)cc3)cc2)ncn1
30. CCOc1ccc(-n2ccnc2)nn1
31. Fc1ccc2nc3n(c2c1F)CCCCCC3
32. NS(=O)(=O)c1ccc(CCNC(=O)c2ccc3c(c2)OCO3)cc1
assay / compound,25,26,27,28,29,30,31,32
TLR9-MyD88 inh,1,3,-16,-7,-6,12,2,2
N-glyco inh,3,-2,-1,1,0,3,-4,0
m5-HT2A agonist,2,1,2,-2,4,-1,2,-3
ABHD5-PLIN5 inh,11,1,-6,-2,0,1,0,-2
ABCB6 inh MLPCN,111,93,107,100,102,100,96,100
MC4R antag cAMP,-4,11,5,2,1,10,-4,7
NOD2 RIPK2 PPI,8,4,-6,19,6,1,5,-8
MC4R ag barr,0.0,1.5,-1.8,-1.4,1.4,-0.9,-1.5,-0.9
Cardio protect,-1,-21,0,3,2,-7,0,8
SRC2 inh,-22,-13,-57,-17,-6,-39,6,5

2 entries drawn at random from those above, as already listed:
25. O=C1/C(=C/c2cccnc2)Sc2ccccc21
28. COc1ccc(CCNC(=O)C2CCN(C(=O)c3ccc(Cl)cc3)CC2)cc1OC
assay / compound,25,28
TLR9-MyD88 inh,1,-7
N-glyco inh,3,1
m5-HT2A agonist,2,-2
ABHD5-PLIN5 inh,11,-2
ABCB6 inh MLPCN,111,100
MC4R antag cAMP,-4,2
NOD2 RIPK2 PPI,8,19
MC4R ag barr,0.0,-1.4
Cardio protect,-1,3
SRC2 inh,-22,-17

New compounds follow.
33. O=C(Nc1ccccc1)N(Cc1ccc2c(c1)OCO2)Cc1nc2ccccc2c(=O)[nH]1
34. O=C(Nc1ccc(S(=O)(=O)Nc2ncccn2)cc1)c1ccc(Br)s1
35. CC1CCN(C2CCN(S(=O)(=O)c3ccc(F)cc3)CC2)CC1
36. O=C(CSc1nnc(Cc2ccccc2)o1)Nc1ccc(Br)cn1
37. COc1ccc(S(=O)(=O)N(C)CC(=O)NCc2cccnc2)cc1
38. Cc1noc(C)c1CSc1nc2ccccc2[nH]1
39. CC1(C(=O)NCc2ccccc2)CSCC(=O)N1CCOc1ccccc1 (stereo not given)
40. CC1(C)C(O)=C(c2nc3ccccc3[nH]2)C(=N)N1c1ccccc1
assay / compound,33,34,35,36,37,38,39,40
TLR9-MyD88 inh,1,-1,7,1,3,8,.,3
N-glyco inh,-2,-1,-3,0,-1,3,.,0
m5-HT2A agonist,1,-3,-2,0,1,1,2,4
ABHD5-PLIN5 inh,2,3,8,-1,2,8,2,9
ABCB6 inh MLPCN,91,109,101,97,92,106,.,94
MC4R antag cAMP,-1,8,3,-3,-2,2,.,-6
NOD2 RIPK2 PPI,-24,-1,-4,-5,-7,-4,-7,-24
MC4R ag barr,-1.6,2.5,-3.0,1.9,-0.6,0.1,.,0.7
Cardio protect,39,2,1,2,-4,1,.,7
SRC2 inh,-13,22,-7,-4,11,-19,18,-20

41. C[C@@H](c1ccccc1)N1C[C@H](COCc2ccccc2)Oc2cc(N3CC[C@H](N(C)C)C3)ccc2S1(=O)=O
42. O=C(COC(=O)CN1C(=O)c2cccc([N+](=O)[O-])c2C1=O)NC1CCS(=O)(=O)C1 (stereo not given)
43. Cc1ccc(-c2[nH]c(-c3ccc(Cl)cc3)nc2SCC(=O)NCC2CCCO2)cc1 (stereo not given)
44. Cc1ccc(CCC2C3=C(CCCC3=O)OC3=C2C(=O)CCC3)cc1
assay / compound,41,42,43,44
TLR9-MyD88 inh,.,-2,3,-4
N-glyco inh,.,2,-2,-3
m5-HT2A agonist,-3,-2,-9,-4
ABHD5-PLIN5 inh,14,-2,-3,-6
ABCB6 inh MLPCN,96,97,89,103
MC4R antag cAMP,.,6,2,10
NOD2 RIPK2 PPI,11,2,10,-6
MC4R ag barr,.,0.2,1.4,1.3
Cardio protect,.,6,-4,11
SRC2 inh,-16,1,-9,16

Arranged by value in m5-HT2A agonist (ascending): four from the list above.
entry | mol | TLR9-MyD88 inh | N-glyco inh | m5-HT2A agonist | ABHD5-PLIN5 inh | ABCB6 inh MLPCN | MC4R antag cAMP | NOD2 RIPK2 PPI | MC4R ag barr | SRC2 inh
41 | C[C@@H](c1ccccc1)N1C[C@H](COCc2ccccc2)Oc2cc(N3CC[C@H](N(C)C)C3)ccc2S1(=O)=O | . | . | -3 | 14 | 96 | . | 11 | . | -16
35 | CC1CCN(C2CCN(S(=O)(=O)c3ccc(F)cc3)CC2)CC1 | 7 | -3 | -2 | 8 | 101 | 3 | -4 | -3.0 | -7
4 | COc1ccc2nc(NC(=O)CCc3cc(OC)c(OC)c(OC)c3)sc2c1 | -4 | -5 | -1 | -3 | 98 | 6 | -1 | 0.2 | 17
21 | Cc1oc(-c2cc(F)ccc2F)nc1CN1CCN(c2ncnc3ccccc23)CC1 | 4 | -6 | 2 | 4 | 90 | 4 | -8 | -2.6 | 22

Some of the compounds tested (hit frequency here may not be typical).
